NRP1-CendR mod: modulators of CendR peptide binding to NRP-1, primary screen, biochemical, fluorescence polarization, uHTS | inhibition, % at 25 µM | FAM-RPARPAR peptide binding to NRP-1 | Neuropilin-1 (Homo sapiens), O14786 | 360,000 tested, 0.85% active;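 active = inhibition or corrected inhibition above about 18%, plus a signal ratio from 0.5 to 1.5, limit read from the data, passing the limit was not always enough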; also: strong numbers were not always called active
PABP1 MLLE inh: inhibitors of PABP1 MLLE–PAM2 peptide binding, primary screen, biochemical, fluorescence polarization, FITC-PAM2, GST-MLLE; inhibition, % at 20 µM; 360,000 tested, 0.36% active; AID 588489, 2011; in the data active = inhibition above about 35%, passing the limit was not always enough;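 also: plate controls were DMSO wells with GST-MLLE for no effect and wells lacking GST-MLLE protein for full effect; some results filed as inactive read as strong as hits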
Target sequence (P11940 whole entry, looked up): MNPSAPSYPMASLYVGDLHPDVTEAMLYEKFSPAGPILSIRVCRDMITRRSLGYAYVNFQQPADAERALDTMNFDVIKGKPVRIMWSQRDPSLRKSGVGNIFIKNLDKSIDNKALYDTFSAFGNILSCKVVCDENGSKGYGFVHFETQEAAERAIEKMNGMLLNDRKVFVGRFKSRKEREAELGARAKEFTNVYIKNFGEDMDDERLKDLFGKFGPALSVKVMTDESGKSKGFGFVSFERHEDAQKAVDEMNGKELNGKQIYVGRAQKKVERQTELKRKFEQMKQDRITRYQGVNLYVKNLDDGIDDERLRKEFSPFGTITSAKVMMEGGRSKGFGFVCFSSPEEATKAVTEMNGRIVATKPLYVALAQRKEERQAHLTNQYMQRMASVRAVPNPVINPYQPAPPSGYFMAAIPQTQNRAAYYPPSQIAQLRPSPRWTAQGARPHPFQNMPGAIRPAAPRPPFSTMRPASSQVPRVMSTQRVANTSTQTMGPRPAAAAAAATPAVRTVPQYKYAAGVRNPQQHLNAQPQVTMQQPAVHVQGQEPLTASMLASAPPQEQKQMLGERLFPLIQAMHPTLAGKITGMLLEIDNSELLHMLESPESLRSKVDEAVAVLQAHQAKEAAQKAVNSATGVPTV
SKN-1 inh: suppressors of acrylamide-induced Pgst-4::GFP reporter in worms, primary screen, SKN-1 inhibitor project, whole organism, uHTS, GFP/RFP fluorescence ratio, strain VP596 | AID 624304, 2012 | C. elegans VP596 Pgst-4::GFP/RFP ratio, 24 h | 360,000 tested, 0.49% active | inhibition, % at 21.8 µM;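 active = interference check ratio from 0.5 to 1.5 plus GFP to RFP signal ratio inhibition reaching or exceeding a fixed threshold, cut at about 30% in these data, passing the limit was not always enough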; also: some compounds called inactive have numbers as strong as hits
MT1-MMP act inh: blockers of MT1-MMP proenzyme processing, primary screen, HT1080 RFP-PRO-GFP cells, GFP/RFP fluorescence. Matrix metalloproteinase-14 (Homo sapiens), P50281. GFP/RFP ratio fluorescence, overnight; percent of plate control window, DMSO zero. GFP/RFP ratio change, % at 20 µM. 360,000 tested, 0.061% active;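 active = GFP/RFP ratio change of at least 30% with cell ATP level not reduced by more than half and red fluorescence within 50% of control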; also: strong numbers were not always called active
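Material – HT1080 RFP-PRO-GFP cells · Control set – DMSO wells and RFP-L50D-GFP cells · Incubation – overnight cell settling, then overnight compound exposure, 37 °C, 5% CO2 · Compound dosing – single-point 20 µM compound, 1% DMSO · Read-out – GFP/RFP fluorescence ratio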
MsrA inhibitor: bovine MsrA enzyme inhibitors, primary screen, biochemical, absorbance, HTS; 360,000 tested, 0.75% active; purified bovine MsrA, absorbance read-out; AID 651718, 2012; inhibition, % at 15.5 µM; in the data active = inhibition above about 4.5%;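 also: 0% = vehicle wells with enzyme and 100% = reference inhibitor wells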
MsrA act: bovine MsrA enzyme activators, primary screen, biochemical, absorbance, HTS; Methionine sulfoxide reductase A (Bos taurus); AID 602163, 2012; purified bovine MsrA, absorbance read-out; 360,000 tested, 0.3% active; activation, % at 10.6 µM; in the data active = activation above about 7.5%;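 also: 0% = vehicle and 100% = reference activator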
Tb MetRS inh: T. brucei MetRS inhibitors, primary screen, biochemical, luminescence. methionyl-tRNA synthetase (Trypanosoma brucei brucei). purified T. brucei MetRS, ATP depletion, Kinase-Glo luminescence. inhibition, % at 11.9 µM. 360,000 tested, 0.4% active. AID 624268, 2012;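 active = inhibition above a per-plate cutoff of the control wells' mean inhibition plus 3 SD, cut at about 5.5% in these data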;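 also: 0% = DMSO wells median and 100% = median of wells with control inhibitor compound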
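Measured by: Kinase-Glo luciferase luminescence reporting remaining unconsumed ATP. Material: purified T. brucei MetRS enzyme. Doses: 11.9 µM compound single dose, 0.9% DMSO. Medium: HEPES buffer containing pyrophosphatase, BSA, spermine, DTT. Times: 15 min preincubation, 2 h reaction, all 25 °C. Reagent: methionine, ATP and bulk E. coli tRNA.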
FAS TE block: FAS thioesterase domain inhibitors, primary screen, biochemical, fluorescence intensity, uHTS; 360,000 tested, 0.67% active; recombinant FAS-TE, OMFH fluorogenic substrate, fluorescence endpoint; inhibition, % at 15 µM; AID 602261, 2012;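 active = compounds whose normalised, plate-corrected inhibition of enzyme fluorescence in the single-dose primary screen is 50% or more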;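 also: 0% = DMSO with enzyme and 100% = substrate without enzyme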
E coli Lon inh: inhibitors of E. coli Lon protease, primary screen, biochemical, fluorescence polarization; P0A9M0; 360,000 tested, 0.42% active; purified E. coli Lon protease; inhibition, % at 7.94 µM; in the data active = inhibition above about 13%, passing the limit was not always enough;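 also: 0% = enzyme with probe and DMSO and 100% = no enzyme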
Starred values were filed as active, the others as inactive; . = not tested or not shown. Outcome played no part in choosing rows. Share with any hit: about 4%.

SMILES | NRP1-CendR mod | PABP1 MLLE inh | SKN-1 inh | MT1-MMP act inh | MsrA inhibitor | MsrA act | Tb MetRS inh | FAS TE block | E coli Lon inh
CC12CCC(=O)N1C(C(=O)O)Cc1c2[nH]c2ccccc12 (centres undefined) | 2.7 | -7.7 | 6.5 | 10.0 | -0.5 | -5.5 | -0.4 | -3.2 | 2.1
CN(C)S(=O)(=O)c1ccc(C(=O)NCCC(=O)N2CCCC2)cc1 | 5.0 | 2.8 | 13.0 | 2.5 | 0.1 | -2.3 | 0.1 | -15.4 | -1.6
O=C(NC1CCCN(Cc2ccc(Cl)cc2)C1)c1cnc2ccccn2c1=O (centres undefined) | -3.8 | -8.7 | -2.7 | 4.8 | 2.2 | -4.2 | -0.6 | 6.2 | -3.0
O=c1[nH]ncc(N/N=C\c2ccc(O)cc2O)c1Cl | 14.5 | -9.2 | 3.4 | 9.3 | 6.5* | -3.9 | 2.9 | 0.8 | 2.2
Cc1ccc(-n2nc3c(N4CCC(C(=O)N5CCN(C)CC5)CC4)nnc(C)c3c2C)cc1 | -49.0 | -39.1 | 26.2 | -7.0 | 0.9 | -0.3 | -0.2 | -10.2 | -12.2
CCc1ccc(Nc2nnc(SCC(=O)c3c(N)n(C4CC4)c(=O)[nH]c3=O)s2)cc1 | 4.0 | -76.0 | 14.8 | -0.6 | -0.4 | -0.7 | -0.5 | -0.4 | 3.7
COc1ccc(CCNC(=O)Cn2c(=O)[nH]c3ccsc3c2=O)cc1OC | -8.9 | -3.7 | -3.5 | 2.0 | 2.1 | -4.0 | -1.0 | -7.0 | -10.4
Cn1cc(C(=O)C(=O)NCCc2ccccc2)c2ccccc21 | 5.3 | 16.0 | 14.6 | 0.5 | 2.6 | -1.6 | -0.6 | 13.3 | 4.3
O=C(c1oc(=O)c2ccccc2c1-c1ccccc1)N1CCC(O)CC1 | -8.7 | 16.3 | -9.1 | 2.1 | 0.2 | -8.5 | -1.1 | -5.9 | -5.5
COc1ccccc1S(=O)(=O)Cc1ccc(C(=O)NCc2cccs2)o1 | 3.2 | 12.4 | -3.9 | 3.3 | -0.1 | -2.6 | -0.4 | -5.3 | -3.6
COc1ccc(C(=O)NCCS(=O)(=O)NCc2ccco2)cc1 | 2.3 | -161.0 | 10.0 | 1.8 | -1.0 | -0.8 | -0.3 | -4.4 | -9.3
CC1=NN(c2ccc(Br)cc2)C(=O)/C1=C/c1cccs1 | -1.5 | 2.1 | 10.7 | -1.0 | -0.4 | 0.9 | -0.5 | -4.7 | -2.1
CCC(C)NC(=S)N1CCN(Cc2ccccc2)CC1 (centres undefined) | 6.2 | -124.5 | 4.3 | 2.0 | -0.8 | -4.0 | 0.4 | -0.7 | 0.4
COc1ccc(/C=C2/C(=O)N=C(N)N2C)cc1OC | -3.4 | -12.5 | 8.6 | -14.8 | 3.5 | -6.8 | -1.0 | -74.1 | -11.4
Clc1ncccc1-c1nnn(-c2ccccc2Br)n1 | -2.8 | 8.1 | 53.4* | -0.9 | -0.3 | -2.3 | -0.3 | 10.0 | 5.0
O=C(NCc1ccc(C(F)(F)F)cc1)c1ccc(-c2ccc(F)c(F)c2)c2ccoc12 | 10.3 | 3.8 | -1.6 | 1.0 | 2.4 | -4.5 | -0.4 | 14.3 | -0.7
COc1ccc(NS(=O)(=O)c2cc(NC(=O)C3CCCCC3)ccc2N2CCOCC2)cc1 | 0.9 | -7.4 | 8.9 | -0.2 | -0.5 | -2.4 | -0.3 | 10.3 | 4.8
CC(OC(=O)/C=C/c1cccc(C(F)(F)F)c1)C(=O)NC1CCCCC1C (centres undefined) | -2.1 | -8.9 | -9.4 | 2.5 | -0.3 | -4.9 | 0.3 | -2.7 | 13.5
O=C1C2CC=C(Cl)CC2C(=O)N1CCN1CCOCC1 (centres undefined) | 4.9 | 9.8 | 15.1 | 2.9 | 1.3 | -4.0 | -0.9 | -7.1 | 1.2
Cc1cccc(NC(=O)C2CCCN(S(=O)(=O)c3cccc4nsnc34)C2)c1 (centres undefined) | -44.2 | 1.9 | 10.5 | -2.0 | 0.4 | -3.0 | -0.3 | 7.0 | -11.3
CN(C)c1ccc(CNc2nc(-c3ccccc3)nn2S(C)(=O)=O)cc1 | 3.1 | 5.9 | 14.2 | 6.2 | -0.7 | -3.4 | 0.0 | 14.0 | 5.7
Cc1ccc(CNS(=O)(=O)c2ccc3c(c2)CCN3C(=O)CCCC(=O)O)cc1 | -1.1 | 1.5 | -8.0 | 2.8 | -1.1 | -2.8 | -0.2 | 0.5 | -9.5
C(=C\c1ccccc1)/C=N/Nc1nc2ccccc2[nH]1 | 11.0 | -75.2 | 1.2 | 13.2 | 3.9 | -6.7 | 2.1 | -30.7 | -13.5
Fc1cccc(Nc2nc3ccccc3n3nnnc23)c1 | -23.2 | -19.9 | -18.2 | 1.1 | 3.2 | -6.7 | -0.9 | -1.9 | -93.6
Cc1ccccc1C(=O)N1CCC(C(=O)OCC(=O)Nc2cccc([N+](=O)[O-])c2C)CC1 | 8.9 | -6.1 | 11.3 | 3.4 | -0.2 | -2.6 | -0.3 | -1.8 | -6.0
O=C(O)C1(c2ccccc2)CCN(S(=O)(=O)c2ccc(Cl)cc2)CC1 | 6.6 | 12.4 | 6.5 | 0.1 | 1.1 | -0.4 | -0.9 | -3.4 | 3.4
CC(C)C[C@H]1CNC(=O)C(=O)N1C[C@@H]1CCCN1C[C@H](Cc1ccc(O)cc1)N1C[C@H](Cc2ccccc2)N(CC2CCCCCC2)C(=O)C1=O | -14.2 | . | 1.2 | 5.1 | 0.3 | -4.3 | -1.1 | 7.3 | -4.0
O=C(COc1ccccc1)Nc1cccc(-c2nn[nH]n2)c1 | -1.4 | -2.0 | 9.0 | -0.3 | 1.6 | -1.9 | 0.2 | -4.4 | -17.4
CCOC(=O)CSc1nc(N)c(C#N)c(-c2ccc(OC)cc2)c1C#N | 0.2 | -88.7 | 8.8 | 1.4 | 2.7 | -1.6 | 0.1 | -1.7 | -12.6
O=C(NNC(=O)c1oc2ccccc2c1-n1cccc1)c1ccco1 | -9.7 | -3.5 | -11.0 | -0.3 | 0.2 | 2.1 | -0.5 | -1.2 | 15.3
CCOc1ccc(CN(C)C(=O)c2ccc3c(c2)NC(=O)C(C)S3)cc1OC (centres undefined) | 0.4 | -1.1 | -1.2 | -9.3 | -0.6 | -2.5 | -0.2 | -5.8 | -2.1
O=C(NC1CCCCC1)c1cc(S(=O)(=O)N2CCN(c3ccccc3)CC2)ccc1Cl | -2.5 | 13.8 | 16.2 | 2.0 | -1.2 | 0.1 | -0.4 | -5.6 | -7.9
CNC(=O)c1cc(C(=O)c2ccccc2C(F)(F)F)c[nH]1 | 11.9 | 13.2 | -4.4 | 0.9 | 1.8 | -2.9 | 0.4 | -6.4 | -7.5
CN1C(=O)/C(=C/c2ccccc2OCc2ccccc2)NC1=S | 7.8 | -123.6 | 8.7 | -6.5 | 0.6 | -3.5 | -1.0 | 11.5 | -0.4
O=C(CCn1c(=O)c2cccn2c2cccnc21)NCCCN1CCN(c2ccc(F)cc2)CC1 | 1.2 | 2.5 | 8.8 | -0.2 | 0.5 | -0.8 | -0.3 | -8.0 | -13.5
COC(=O)C1=C(C)N(Cc2ccccc2)C(=NCCc2ccccn2)N[C@H]1c1cccc(C(F)(F)F)c1 | 11.9 | -120.8 | 12.1 | -6.6 | -0.9 | 1.1 | 0.0 | -4.7 | 7.4
CCN1CCN(c2c(Cl)cccc2NC(=O)c2ccc3c(c2)OCCO3)CC1 | -6.9 | -7.2 | 20.6 | -3.2 | 0.8 | 4.6 | -0.3 | -6.3 | -8.1
COc1cc(C2NC(=S)NC(C)=C2C(=O)Nc2ccc(C)cc2)ccc1O (centres undefined) | 6.4 | -123.9 | 5.0 | -2.3 | -0.9 | -2.6 | -0.7 | -1.2 | 1.8
CCOC(=O)N/N=C(\C)c1cccs1 | 8.3 | -1.0 | 5.3 | 0.1 | 0.4 | -2.1 | 0.2 | -2.3 | -2.1
CCOC(=O)NC(=O)CSc1nnc(SCCC(=O)O)s1 | -10.1 | -4.5 | 0.0 | 1.4 | -0.7 | -1.8 | 0.2 | -10.1 | 5.2
CSCCC(NC(N)=O)C(=O)Nc1ccc2ccccc2c1 (centres undefined) | 0.8 | -7.2 | 2.3 | -2.7 | 0.2 | -7.7 | -0.6 | -4.2 | 1.4
CN(C)CCNC(=O)c1ccccc1-c1cc2ccccc2c(=O)o1 | 8.5 | 11.5 | 4.4 | 0.4 | 0.8 | -3.6 | -0.6 | 0.2 | -3.1
O=C(Nc1ccc2c(c1)OCCO2)c1oc2ccccc2c1NC(=O)C1CC1 | 1.2 | 7.8 | 8.1 | -3.1 | 0.2 | -2.3 | -0.2 | 22.9 | -3.0
COc1ccc(C(=O)N/C(=C\c2cn(S(=O)(=O)N(C)C)c3ccccc23)C(=O)NCCCn2ccnc2)cc1 | 0.5 | -2.5 | 15.5 | 4.3 | -0.2 | -3.4 | -0.4 | 54.0* | -8.9

An excerpt from above in order of count of non-hydrogen atoms, high to low:
SMILES | NRP1-CendR mod | PABP1 MLLE inh | SKN-1 inh | MT1-MMP act inh | MsrA inhibitor | MsrA act | Tb MetRS inh | FAS TE block | E coli Lon inh
COc1ccc(C(=O)N/C(=C\c2cn(S(=O)(=O)N(C)C)c3ccccc23)C(=O)NCCCn2ccnc2)cc1 | 0.5 | -2.5 | 15.5 | 4.3 | -0.2 | -3.4 | -0.4 | 54.0* | -8.9
COc1cc(C2NC(=S)NC(C)=C2C(=O)Nc2ccc(C)cc2)ccc1O (centres undefined) | 6.4 | -123.9 | 5.0 | -2.3 | -0.9 | -2.6 | -0.7 | -1.2 | 1.8
CN(C)CCNC(=O)c1ccccc1-c1cc2ccccc2c(=O)o1 | 8.5 | 11.5 | 4.4 | 0.4 | 0.8 | -3.6 | -0.6 | 0.2 | -3.1
CCOC(=O)N/N=C(\C)c1cccs1 | 8.3 | -1.0 | 5.3 | 0.1 | 0.4 | -2.1 | 0.2 | -2.3 | -2.1

2 records picked at random from the list so far, as already listed:
SMILES | NRP1-CendR mod | PABP1 MLLE inh | SKN-1 inh | MT1-MMP act inh | MsrA inhibitor | MsrA act | Tb MetRS inh | FAS TE block | E coli Lon inh
O=C(Nc1ccc2c(c1)OCCO2)c1oc2ccccc2c1NC(=O)C1CC1 | 1.2 | 7.8 | 8.1 | -3.1 | 0.2 | -2.3 | -0.2 | 22.9 | -3.0
COc1ccc(C(=O)N/C(=C\c2cn(S(=O)(=O)N(C)C)c3ccccc23)C(=O)NCCCn2ccnc2)cc1 | 0.5 | -2.5 | 15.5 | 4.3 | -0.2 | -3.4 | -0.4 | 54.0* | -8.9

Source: PubChem (several laboratories)
